Screens as filed in PubChem BioAssay.
TDP1 block = blocks human tyrosyl-DNA phosphodiesterase 1 | recombinant TDP1, AlphaScreen DNA substrate cleavage | Potency, µM (titrated, usually from 130 µM), inactives show top-dose activity change, negative = inhibition, usual class: inhibitors | 0.28% of 350,000 active | AID 485290; note: nearly all actives have a fitted effect of over 40% in size
Target sequence (Q9NUW8 whole entry, looked up): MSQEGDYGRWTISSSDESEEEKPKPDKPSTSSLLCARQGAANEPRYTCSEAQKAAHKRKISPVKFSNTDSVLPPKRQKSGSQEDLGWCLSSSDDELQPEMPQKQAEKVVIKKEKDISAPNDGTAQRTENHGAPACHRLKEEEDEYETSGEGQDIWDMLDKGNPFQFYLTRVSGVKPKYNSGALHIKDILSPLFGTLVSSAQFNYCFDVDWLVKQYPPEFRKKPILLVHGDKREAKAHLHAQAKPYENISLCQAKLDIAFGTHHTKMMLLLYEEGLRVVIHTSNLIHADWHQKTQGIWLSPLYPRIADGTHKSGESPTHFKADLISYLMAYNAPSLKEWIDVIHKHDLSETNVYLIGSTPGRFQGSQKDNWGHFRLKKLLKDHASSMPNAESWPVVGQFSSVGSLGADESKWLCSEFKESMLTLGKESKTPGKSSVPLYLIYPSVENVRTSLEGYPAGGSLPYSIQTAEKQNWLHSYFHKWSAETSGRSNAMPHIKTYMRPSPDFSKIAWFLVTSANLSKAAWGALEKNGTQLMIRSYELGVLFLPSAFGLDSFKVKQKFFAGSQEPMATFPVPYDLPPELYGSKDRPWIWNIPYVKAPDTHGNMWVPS
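E. coli-derived human Tdp1, 1 nM final. Cpd preinc 15 min RT; substrate 15 nM final, 5 min RT; AS bead mix 10 ug/ml final, 10 min RT. Signal loss = tyrosine-FITC cleavage. No-enzyme wells = max signal.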
DT40 TDP1 no CPT = qHTS for Inhibitors of human tyrosyl-DNA phosphodiesterase 1 (TDP1): qHTS in cells in absence of CPT; 15% of 420,000 active; Potency, µM (doses to about 46.2 µM), for the others: top-dose activity change, negative = growth inhibition, usual class: inhibitors; AID 686978, 2013; DT40 Tdp1-/- hTDP1 cells, no CPT, ATP luminescence, 48 h; note: nearly all actives have a fitted effect of over 55% in size
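Compound effects on proliferation are scored in DT40 Tdp1-/-;hTDP1 cells in the absence of CPT. ATP levels (CellTiter-Glo luminescence) are recorded after a ≥48 hr, 37 °C incubation.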
KAT2A inh = GCN5L2 (KAT2A) acetyltransferase inhibition; Q92830; GCN5L2 HAT assay, ThioGlo1 CoA-SH fluorescence; Potency, µM (top dose mostly 58.9 µM), without a hit: at the highest dose activity change, negative = inhibition, actives largely listed as inhibitors; 0.21% of 390,000 active; AID 504327
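qHTS, 1536-well. 20nM enzyme, pH 7.5 HEPES/EDTA/Tween-20 buffer; 15 min compound preinc., RT. Start: 75uM H3(1-25), 70uM AcCoA, 50uM ThioGlo1. Read Ex340/Em540 at t=0 (autofluorescence flag) and t=20 min.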
The depositor's hits bear a star; ? = inconclusive; · = no result given; & = joins results of further samples; [ ] = dose if it differs, or a comment. Calls come from the whole dose curve; as a rule, active = well fitted curve in the direction sought with a large enough effect; inconclusive = small, poorly fitted or top-dose-only effect, or another doubt; inactive = no such curve, though single readings can be large; an effect the other way counts as inactive or inconclusive. % is set by controls: 0 for no effect and ±100 for the full control effect; potency is the fitted concentration of half-maximal effect. A portion of the library; rates above refer to the full screens.

SMILES	TDP1 block	DT40 TDP1 no CPT	KAT2A inh
CC1CCN(C(=O)C2CCN(S(=O)(=O)c3cccc4nsnc34)CC2)CC1	-1%	-20%	-7%
CN(Cc1cn(Cc2ccccc2)nc1-c1ccc2c(c1)OCO2)Cc1nccn1C	5%	?	-2%
COc1ccccc1N(CC(O)Cn1c2ccccc2c2ccccc21)S(=O)(=O)c1ccccc1 (centres undefined)	3%	?	-13%
CCc1ccccc1NC(=S)N(Cc1cccs1)C1CCCC1	0%	-27%	-3%
CSc1nc2ccccc2n1CC(=O)N1CCCCC1	5%	-27%	-4%
Cc1ccc(CNC(=O)CSc2nc3ccccc3c3nc(C)nn23)cc1	4%	·	3%
Cc1cc(C)n(-c2nc(NCC3CCCO3)c3c4c(sc3n2)COC(C)(C)C4)n1 (centres undefined)	6%	3.7µM*	1%
CC1CCC(NS(=O)(=O)c2ccc(Cl)nc2)CC1 (centres undefined)	-3%	-23%	-2%
COC(=O)c1cc(C(=O)c2cccc(Cl)c2Cl)cn1C	-2%	?	11%
COCCNc1nnc(SCC(=O)NC(=O)c2ccccc2)s1	-8%[0.505 µM]	3%	1%
CCOc1cccc(NC(=O)/C(C#N)=C\c2cn(CC(=O)O)c3ccccc23)c1	·	3%	-17%
O=C(NN(c1ccccc1)c1ccccc1)c1ccccc1F	8%	-2%	-6%
C=CCOc1c(CNc2nccs2)cccc1OCC	9%	-22%	-4%
O=C(NCCc1ccc(C(F)(F)F)cc1)C1CCC(=O)N(CCCN2CCCC2=O)C1 (centres undefined)	·	1%	2%
CCCOC(=O)c1[nH]c2c(c1C)C(=O)CC(c1cccs1)C2 (centres undefined)	5%	0.58µM*	0%
CCOC(=O)C1=CN(Cc2cccc(F)c2)S(=O)(=O)N(C)C1c1ccc2ccccc2c1 (centres undefined)	1%[56.1 µM]	?	-10%
COc1ccc(/C=N/NC(=O)CO/N=C(\C)c2cccs2)cc1	8%	3%	0%
CCC1=C(OC(=O)N(CC)CC)N2C(=O)OC(=NCC(=O)OC)[C@]2(C)[C@H]2C1=CC[C@H]1C(=O)N(C)C(=O)[C@H]12	7%&0%	-2%	-10%
COc1ccc(C2=NNC(=O)CC2)cc1	2%	-16%	-2%
CC1(C)C2CCC(C2)C1(C)NC(=O)CN1CCN(Cc2ccccc2)CC1 (centres undefined)	·	?	-1%
O=C(COc1cc2oc(=O)c3c(c2cc1Cl)CCCC3)NCc1cccnc1	5%	-8%	-3%
COc1ccccc1NC(=O)C1=C(C)Nc2c(C(=O)Nc3ccc(F)cc3)cnn2C1c1cccc([N+](=O)[O-])c1 (centres undefined)	2%	23µM*	-29%
O=C(COc1ccc(Cl)cc1)N1CCN(c2cccc(C(F)(F)F)c2)CC1	4%	21µM*	-12%
O=C(Nc1sc2c(c1C(=O)O)CCC2)c1ccc(F)cc1	2%	-1%	-10%
COc1ccc2nc(NC(=O)Nc3ccccc3OC)sc2c1	7%	5.2µM*	1%
Cc1ccc(CN=C(Nc2ccccc2)NC2CCCCC2)cc1	·	21µM*	0%
COc1ccc(-n2c(Cc3cc(=O)[nH]c(=O)[nH]3)nnc2SCC(=O)Nc2cc(C(F)(F)F)ccc2Cl)cc1	2%	-1%	-1%
COCCN(C(=O)CSc1ccc2c(c1)OCCO2)c1c(N)n(CC(C)C)c(=O)[nH]c1=O	4%	-3%	1%
O=C(NCCc1csc(-c2ccccc2)n1)c1ccccc1F	-3%	?	7%
O=C(O)c1cccc(NS(=O)(=O)c2cccc3cccnc23)c1	1%	2%	-10%
O=C(COC(=O)CNS(=O)(=O)c1ccc(Br)cc1Cl)NC1CCCC1	-1%[0.505 µM]	-17%	-1%
C/C(=N\NC(=O)c1csc(C)c1C)c1ccc(C)s1	6%	2.9µM*	3%
CCSC1=NCCN1S(=O)(=O)c1ccccc1	-3%	6%	1%
COc1ccc2[nH]c3c(=O)n(/N=C/[C@H]4C(C)C=C(C)CC4C)c(=O)[nH]c3c2c1 (some centres undefined)	3%	16µM*	-7%
Cc1cc(C)c2nc(NC(=O)c3ccc(S(=O)(=O)N4CCC(C)CC4)cc3)sc2c1	-5%	-6%	-11%
CCOC(=O)c1sc(N2C(=O)c3oc4cc(C)c(C)cc4c(=O)c3C2c2cccc(O)c2)nc1C (centres undefined)	5%	-3%	-10%
Cc1ccc(-c2nnc(SCC(C)C)n2C)cc1	0%	21µM*	-3%
CCN(CC)C(=O)c1cn(CC)c(=O)c2cc(OC)c(OC)cc12	1%	-16%	-5%
O=C(/C(N=Nc1cccc([N+](=O)[O-])c1)=C(/O)c1ccc(Br)cc1)C(F)(F)F	13%	·	-11%
CCCn1c(=NC(C)=O)c(C(=O)OCC)cc2c(=O)n3ccccc3nc21	10%	?	-10%
COc1ccccc1NC(=S)N(Cc1cccnc1)Cc1ccccc1Cl	5%	?	-3%
COc1ccc(NC(=O)Cc2coc3cc(C)c(C(C)C)cc23)cc1S(=O)(=O)N1CCOCC1	4%	12µM*	-5%
CCC(=O)N1CCc2cc(Br)cc(S(=O)(=O)N3CCC(C(=O)Nc4ccccc4F)CC3)c21	5%	?	1%
CCc1nnc(NC(=O)c2cc(S(=O)(=O)N3CCCCC3)ccc2N2CCOCC2)s1	3%	-9%	-3%
COc1ccc(-c2noc(N3CCC(C(=O)NCCCN4CC(C)CC(C)C4)CC3)n2)cc1 (centres undefined)	3%	?	-1%
Cc1ccc2nccc(C(=O)N3CCCC(Nc4ccc(C)c(C)c4)C3)c2c1 (centres undefined)	8%	?	-2%
Cc1ccc(CNC(=O)c2csc3c2CCCCC3)cc1	7%	?	-1%
S=C(NCc1ccco1)N/N=C/c1ccncc1	3%	-3%	-8%
O=[N+]([O-])c1ccc(Oc2cnc3ccccc3n2)cc1	4%	?	-6%
CCOc1ccc2nc(SCCNS(=O)(=O)c3ccccc3)sc2c1	-3%	16µM*	-10%
C=CCc1c(C)c(C#N)c2nc3ccccc3n2c1N1CCCCC1	0%	-7%	-4%
CCCc1cc(=O)[nH]c(SCC(=O)N2CCN(S(=O)(=O)c3ccc(Cl)cc3)CC2)n1	4%	-21%	0%
COc1ccc2oc(=O)c(/C(N)=N/NC(=O)c3ccncc3)cc2c1	50µM*	-27%	1%
O=C(COC(=O)c1ccc(Br)o1)Nc1ncc(Cl)cc1Cl	-2%	-12%	-15%
COC(=O)C(Cc1ccccc1)N1CCS(=O)(=O)CC1 (centres undefined)	-3%	-19%	4%
CCCCOC(=O)C1=C(C)NC(=O)NC1c1ccccc1 (centres undefined)	·	-28%	-1%
CCOc1ccc(C(=O)NCC(c2ccc3c(c2)OCO3)N2CCN(C)CC2)cc1 (centres undefined)	4%	1%	-8%
CC(Sc1ccccc1)C(=O)NN=C1CCCCCCC1 (centres undefined)	0%	-18%	-6%
COc1ccc(CN(C)C(=O)C2CCN(C(=O)Nc3ccccc3)CC2)cc1	-12%[0.505 µM]	-4%	2%
O=C(COc1ccc(Cl)cc1)OCC(=O)N1CCCC1	1%	-14%	-8%
(list continues)
SMILES	TDP1 block	DT40 TDP1 no CPT	KAT2A inh
COc1ccc(Cc2nnc(-c3cccc(C)c3)o2)cc1OC	3%	?	-2%
Cc1ccc(NC(=O)Nc2nnc(N3CCCC3)s2)cc1C	6%	-11%	-13%
CC(C)(O)c1[nH]c2cc(F)ccc2c1C(C)(C)O	·	-25%	-7%
NC(CSCc1ccccc1Cl)C(=O)O (centres undefined)	0%	-15%	-3%
CCn1cc(C(=O)Nc2ccc(C)cc2C)c(=O)c2ccc(C)nc21	7%	·	-7%
CC(=O)Nc1cccc(NC(=O)CSc2nnc(NC(=O)C3CC3)s2)c1	2%	5%	-25%
Cc1ccc(CNC(=O)CSc2ccsc2[N+](=O)[O-])cc1	0%	10µM*	4%
Fc1c(F)c(-n2nnc3ccccc32)c(F)c(F)c1Cl	·	-20%	28%
O=C(Nc1ncccc1Cl)C1COc2ccccc2O1 (centres undefined)	-3%	-14%	3%
COc1ccc(CC(=O)Nc2ccc(OC)c(NC(=O)c3ccco3)c2)cc1	6%	0%	-27%
COc1cccc(OC)c1C(=O)OCCCOC(=O)c1c(OC)cccc1OC	2%	-27%	0%
Clc1ccc(C[n+]2csc3ccccc32)cc1	8%	0.52µM*	-2%
CCOC(=O)CC1CCCCN1C(=O)c1cc(COc2cccc3cnccc23)on1 (centres undefined)	5%	3.7µM*	-8%
Nc1nonc1-c1nc2ccccc2[nH]1	2%	-2%	-1%
[Li+]	6%[56.1 µM]	·	2%
CSc1nc(Cl)c(C#N)c(-c2ccc(C)cc2)n1	6%	?	4%
O=C(N/N=C/c1ccccn1)NC12CC3CC(CC(C3)C1)C2	10%	-24%	-12%
CCOC(=O)C1CCCN(S(=O)(=O)c2ccc(S(N)(=O)=O)cc2)C1 (centres undefined)	0%	?	3%
Cc1ccc(C(=O)O/N=C/c2ccc(N(C)C)cc2)cc1	0%	7%	-10%
CCCn1cc(CN2CCC(Cc3cccc(F)c3)(C(=O)OCC)CC2)c(C)n1	-1%	?	-7%
O=C(c1cnn2c1NC(c1ccc(Br)cc1)CC2C(F)(F)F)N1CCN(C23CC4CC(CC(C4)C2)C3)CC1 (centres undefined)	8%	?	-2%
c1cc2c(cc1-c1cnc3n1CCC3)OCCO2	6%	?	-3%
CCc1ccc(-c2csc3[n+]2CCN3C(C)=O)cc1	7%	26µM*	-9%
COc1cccc(CNC(=O)CN2C(=O)COc3ccc(S(=O)(=O)N4CCOCC4)cc32)c1	1%&0%	-23%&-21%	-1%&-5%
Cc1nnc(NC(=O)C2CCN(S(=O)(=O)c3cc([N+](=O)[O-])ccc3Cl)CC2)o1	1%	13%	?
O=C(c1ccccc1)c1ccc(OCCOCCN2CCN(Cc3ccccc3)CC2)cc1	-5%	21µM*	-7%
CCCC1([C@H](O)C/C=C/[C@H]2[C@H](O)CC(=O)[C@@H]2CCCCCCC(=O)OC)CCC1	1%	11µM*	-10%
O=C(c1ccccc1)N1CCN(CC(O)COCC2CC=CCC2)CC1 (centres undefined)	4%	-3%	0%
COCCOC(=O)C1=C(C)NC2=C(C(=O)CCC2)C1c1ccc(N(C)C)cc1 (centres undefined)	4%	-6%	1%
COc1ccc(N2CC(C(=O)N/N=C/c3c[nH]c4ccccc34)CC2=O)cc1 (centres undefined)	5%	-11%	-6%
CC(=O)NC1CC2CCCC(C1)N2Cc1ccc(C)cc1 (centres undefined)	0%	3%	-2%

Molecules from the list above with a furan ring, fused or not:
SMILES	TDP1 block	DT40 TDP1 no CPT	KAT2A inh
COc1ccc(NC(=O)Cc2coc3cc(C)c(C(C)C)cc23)cc1S(=O)(=O)N1CCOCC1	4%	12µM*	-5%
S=C(NCc1ccco1)N/N=C/c1ccncc1	3%	-3%	-8%
O=C(COC(=O)c1ccc(Br)o1)Nc1ncc(Cl)cc1Cl	-2%	-12%	-15%
COc1ccc(CC(=O)Nc2ccc(OC)c(NC(=O)c3ccco3)c2)cc1	6%	0%	-27%

An excerpt of these results, with values under each structure.
Sequence of screens: TDP1 block | DT40 TDP1 no CPT | KAT2A inh
Cc1nnc(NC(=O)C2CCN(S(=O)(=O)c3cc([N+](=O)[O-])ccc3Cl)CC2)o1
  1% | 13% | ?
O=C(c1ccccc1)c1ccc(OCCOCCN2CCN(Cc3ccccc3)CC2)cc1
  -5% | 21µM* | -7%
CCCC1([C@H](O)C/C=C/[C@H]2[C@H](O)CC(=O)[C@@H]2CCCCCCC(=O)OC)CCC1
  1% | 11µM* | -10%
O=C(c1ccccc1)N1CCN(CC(O)COCC2CC=CCC2)CC1 (centres undefined)
  4% | -3% | 0%
COCCOC(=O)C1=C(C)NC2=C(C(=O)CCC2)C1c1ccc(N(C)C)cc1 (centres undefined)
  4% | -6% | 1%
COc1ccc(N2CC(C(=O)N/N=C/c3c[nH]c4ccccc34)CC2=O)cc1 (centres undefined)
  5% | -11% | -6%
